Source: PubChem
CF NFkB inh: inhibitors of cystic fibrosis induced NF-kB. KKLEB NF-kB-GFP reporter, PAF-induced, GFP fluorescence overnight. inhibition, % at 5 µM. 360,000 compounds, 0.86% hits. AID 588850;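 active = at least 50% inhibition at 5 µM, scaled per plate between neutral and stimulator controls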;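 also: PAF is a Pseudomonas aeruginosa culture filtrate used as stimulus; plate controls were PAF-stimulated DMSO wells for no effect and unstimulated DMSO wells for full effect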
NCOA3 inh: inhibits human SRC3 coactivator; Q9Y6Q9; HEK293 GAL4-SRC3 luciferase reporter, luminescence; inhibition, % at 3.6 µM; 360,000 compounds, 0.17% hits; AID 588352;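 active = inhibition above a per-campaign cutoff, the mean of all compounds plus 3 SD, cut at about 60% in these data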;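 also: 0% = DMSO-treated cells and 100% = gossypol-treated cells at 36 µM; higher means less SRC3-driven luciferase light from the GAL4 reporter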
TROY signal inh: blocks TROY-dependent signaling in reporter cells | 360,000 compounds, 0.98% hits | inhibition, % at 10 µM | Q293 LMP1-TROYcd NF-kB luciferase reporter, 4 h;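 active = compounds whose plate-normalised and pattern-corrected inhibition of the luciferase reporter signal at the single screening dose is 50% or more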
NR2F2 inh: blocks human COUP-TFII nuclear receptor | 370,000 compounds, 0.7% hits | HEK293T NGFI-A luciferase reporter, luminescence | AID 686940 | inhibition, % at 8.6 µM;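 active = inhibition above a per-plate cutoff, mean inhibition of test wells between control levels plus 3 SD, cut at about 38% in these data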;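 also: cells cotransfected with COUP-TFII expression vector driving the NGFI-A reporter; 0% = median of COUP-TF2 test wells and 100% = reporter-only cells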
NCOA1 inh: inhibits human SRC1 coactivator. Q15788. HEK293 GAL4-SRC1 luciferase reporter, luminescence. inhibition, % at 3.6 µM. 360,000 compounds, 0.12% hits. AID 588354;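 active = inhibition above the campaign mean plus 3 SD, with each screening campaign given its own cutoff, cut at about 60% in these data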;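 also: 0% = DMSO treated cells and 100% = gossypol at 36 µM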
LRH-1 inv ag: NR5A2 inverse agonism in reporter assay | O00482 | HEK293T StAR-luciferase reporter, LRH-1 transfected, 24 h | inhibition, % at 3.6 µM | 360,000 compounds, 0.13% hits;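 active = inhibition above the mean inhibition of all tested compounds plus 3 SD, cut at about 73% in these data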;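 also: 0% = DMSO wells and 100% = reporter-only cells lacking LRH-1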
KKLEB cytotox: reduces viability of KKLEB cystic fibrosis airway cells; KKLEB CF airway cells viability, ATPlite luminescence, overnight; stronger effect = lower value; cells stimulated with P. aeruginosa culture filtrate; 360,000 compounds, 0.36% hits; activity change (cytotoxicity), % at 5 µM;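 active = corrected activity change at or below -50% at 5 µM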
TWEAK-Fn14 inh: blocks TWEAK-Fn14 interaction in a reporter cell assay; TWEAK-stimulated Fn14 reporter cells, luciferase luminescence, 8 h; inhibition, % at 10 µM; 360,000 compounds, 2% hits; in the data active = inhibition above about 50%
TRAIL sens C8: caspase-8 TRAIL sensitization; NB7+C8 cells + TRAIL, ATPlite viability luminescence; inhibition (viability loss, TRAIL sensitization), % at 10 µM; 360,000 compounds, 1% hits;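 active = compounds causing at least 50% loss of cell viability in the single-dose screen, relative to plate controls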
LMP1 NFkB inh: inhibitors of Epstein-Barr LMP1-induced NF-kappaB reporter; LMP1-induced NF-kappaB luciferase reporter cells, luminescence; AID 504558; 350,000 compounds, 0.69% hits; inhibition, % at 12.5 µM; in the data active = inhibition above about 41%;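 also: 0% = neutral control wells and 100% = reference inhibitor control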
NCOA2 inhibitor: inhibits human steroid receptor coactivator 2; inhibition, % at 9 µM; 370,000 compounds, 0.17% hits; AID 651957; Q15596; HEK293 GAL4-SRC2 luciferase reporter, luminescence;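 active = inhibition above the mean inhibition of all tested compounds plus 3 SD, set per campaign, cut at about 52% in these data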;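 also: 0% = DMSO treated cells and 100% = cells given Gossypol at 36 µM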
* marks the source's active call; other numbers are inactive results; / = not tested or not shown; & = joins results of further samples.

molecule,CF NFkB inh,NCOA3 inh,TROY signal inh,NR2F2 inh,NCOA1 inh,LRH-1 inv ag,KKLEB cytotox,TWEAK-Fn14 inh,TRAIL sens C8,LMP1 NFkB inh,NCOA2 inhibitor
Cc1ccc(S(=O)(=O)N2[C@@H](c3ccccc3)C(C(=O)O)=CC[C@H]2c2cccc(Cl)c2)cc1,2,2,2,7,0,-14,17,-7,-5,-9,-9
CN1Cc2c(N3CCOCC3)nc3sc(C(=O)c4ccc(Br)cc4)c(N)c3c2CC1(C)C,-5,7,-10,9,2,-9,-14,-61,7,/,-5
COc1ccccc1-n1c(SCC(=O)Nc2cccc(C(=O)O)c2)nnc1-c1ccccc1C,-5,7,13,-20,1,3,8,1,-7,10,9
CCOC(=O)c1oc2ccccc2c1NC(=O)c1ccccc1OC,13,-34,15,3,13,2,1,-8,-21,0,-21
COc1cccc(CNC2CCCCCCC2)c1OC,-10,0,3,-4,7,0,14,0,-1,7,4
Cc1ccc(-c2nc(C(=O)NC3CCCCCC3)no2)cc1,-12,17,-64,-13,-3,-12,-4,-23,3,-9,-25
COc1ccc([N+](=O)[O-])cc1NCC(=O)c1ccc(C)cc1,2,5,48,-20,-18,-8,0,43,-6,-1,-5
O=C(COC(=O)Cc1ccccc1F)Nc1ccccc1[N+](=O)[O-],2,-5,-9,11,0,-5,-12,15,-15,-3,4
CSc1nncc(/C(C)=N\Nc2ccccc2C)n1,-3,-6,-22,-1,-13,-11,7,-48,3,-12,-25
CCN(CC)CCCNc1ncnc2ccccc12,-1,-8,19,0,9,-5,-2,6,6,-2,18
CCN1CCN(Cc2ccc(NC(=O)c3cc(NC(=O)c4cc(C)on4)cc(OC)c3)cc2C(F)(F)F)CC1,16&-12,-24&-3,2&-23,5,-2&-3,-13&-33,5&-6,0&-29,30&21,-7&1,-18
COc1ccc(NC(=O)Nc2nnc(-c3ccccc3SCc3ccccc3)s2)cc1,50*,11,-3,-14,-4,-5,-35,-11,5,-1,-11
COc1ccccc1NC(=S)NCCC(c1ccccc1)c1ccccc1,-13,2,18,12,-10,-2,19,-12,13,3,11
O=C(COc1ccc(Cl)cc1)NCc1nnc2c3ccccc3c(-c3ccccc3)nn12,-9,8,16,10,-27,3,10,-1,-2,19,-11
Cc1ccc(C)c(N2CCN(S(=O)(=O)c3cc4c(cc3C)NC(=O)CO4)CC2)c1,1,-1,1,12,-12,8,-4,10,-4,-1,4
COc1ccc(S(=O)(=O)N2CCOCC2)cc1NC(=O)COC(=O)C1=COCCO1,-3,18,7,-3,-21,1,-1,-15,15,-2,0
CCOc1ccc(CCNC(=O)c2nnc(Cc3ccc(F)cc3)o2)cc1OCC,-10,-5,-7,13,-4,0,-5,2,-2,8,-3
O=C(NCCCN1CCOCC1)C(=O)NCC1OCCN1S(=O)(=O)c1cc(F)ccc1F (stereo not drawn),-32,3,-7,1,2,6,17,1,-1,-12,17
COc1ccc(C2Nc3ccccc3C(=O)N2NS(C)(=O)=O)c(OC)c1 (stereo not drawn),-1,-11,-8,-8,-32,13,-11,-4,-8,3,7
O=C(Cc1cccc(NC(=O)C2CCCN(C(=O)C3CCCCC3)C2)c1)Nc1cccc(C(=O)N2CCCC2)c1 (stereo not drawn),4,-5,28,2,-1,2,-12,0,-19,-2,-28
COc1ccccc1-c1nc(C#N)c(NCc2ccc(F)cc2)o1,0,-15,2,0,-74,-23,-5,-6,-7,-3,6
COc1ccc2oc3ccc(OC)cc3c(=O)c2c1,-66,-59,-98,-31,-48,-85,3,-49,25,-51,-32
COCCOc1ccc(C(F)(F)F)cc1NC(=O)CN1C(=O)NC2(CCc3ccccc32)C1=O (stereo not drawn),-4,16,-14,11,-15,-10,-6,7,-3,-12,-28
CCc1ccc(OCC(=O)Nc2ccc3c(c2)COC3=O)cc1,-12,-10,-4,0,2,-30,-8,8,14,-1,0
COC(=O)c1c(NC(=O)Cc2cccs2)sc(C)c1C,18,10,-20,-23,-1,12,-13,14,8,-3,-8
CCOC(=O)c1c(-c2ccccc2)oc2ccc(OC(C)=O)cc12,-14,11,-25,9,-2,-9,10,0,-11,-2,26
COc1ccc(C(=O)NC(=S)NNC(=O)Cc2cccs2)cc1,9,3,-40,-14,-14,-30,-3,-10,0,-8,0
COc1ccc(-c2csc(-c3cccnc3)n2)cc1C,8,-44,-30,-8,-53,-70,-8,-17,11,-22,-55
Cc1ccc2nc3sc(C(=O)N4CCOCC4)c(N)c3cc2c1,0,-23,12,-19,-39,-41,-2,10,-10,64*,-11
O=C(c1ccccc1F)c1cc2c(cc1[N+](=O)[O-])OCCO2,-22,5,-3,-10,3,-5,11,2,-5,7,-17
O=C(Nc1ccc(O)c2c(=O)cc(-c3ccccc3Cl)oc12)c1ccc(F)cc1,19,-17,18,3,-8,9,-14,-14,4,-4,4
O=C(c1cc(F)ccc1F)C1CCCN(C(=O)CSc2ccccn2)C1 (stereo not drawn),5,-4,-12,1,-17,13,-8,-5,-7,-11,-13
CCOC(=O)c1sc(NC(=O)Cc2ccc(F)cc2)nc1C,-15,11,-3,5,7,-1,10,-5,-18,-7,19
COc1ccc2oc(C(=O)Nc3nc4ccc(S(C)(=O)=O)cc4s3)c(C)c2c1,14,11,7,-5,-7,8,0,-25,5,-6,-17
COCCNC(=S)N1CCc2cc(OC)c(OC)cc2C1COc1cc(C)cc(C)c1 (stereo not drawn),24,-30,21,10,-9,-2,-8,7,11,10,-10
Cc1nc2nc(COc3ccccc3)[nH]n2c(=O)c1Cc1ccccc1,10,-33,3,-8,4,0,-1,12,11,-2,26
CC(=O)N1CCN(S(=O)(=O)c2ccc(F)c(Cl)c2)CC1,8,12,6,8,2,6,-1,8,-7,4,18
CCCCn1c(N)c(N(Cc2ccccc2OC)C(=O)C(C)Oc2cccc(Cl)c2)c(=O)[nH]c1=O (stereo not drawn),6,-8,-15,-8,0,23,11,13,2,7,-9
O=c1c2ccccc2nc(SCCN2CCOCC2)n1CCc1ccccc1,-17,1,-25,-7,-1,-8,3,11,1,2,11
CC/C(O)=C(\C#N)c1nnc2n1CCCCC2,14,0,12,-11,11,-2,-7,-1,-2,-7,-29
CN(C)c1cccc(CNC(=O)c2ccc3nc([C@H]4C[C@H](O)[C@@H](CO)O4)[nH]c3c2)c1,4,8,2,-10,-7,12,15,9,-14,/,7
O=C1CCN(Cc2ccccc2)C(=S)N1,12,12,14,-8,1,6,-12,2,-9,-5,-14
Cc1ccc2c(c1)c(-c1ccccc1)nc1nncn12,13,-1,-5,4,0,-3,-11,-15,5,-1,9
NCc1cccc(-n2cccn2)c1,2,2,-5,16,-4,8,-2,14,2,1,13
Cc1cccc(C)c1-n1nnnc1C1(C)CCC(=O)N1C1CCN(Cc2ccccc2)CC1 (stereo not drawn),/,/,6,10,/,2,/,17,2,/,8
CCN(CC)CC(=O)NN=C(c1ccccc1)c1ccccc1,6,-2,-1,4,-10,6,-9,-10,9,6,-22
O=C(CN1CCCc2ccccc21)N1CCc2ccccc21,-16,-14,-18,-1,-33,-27,-1,0,10,-9,-1
CSc1nc(C)cc(OCCNS(=O)(=O)c2ccc(C)cc2)n1,-3,14,2,7,-27,-4,7,3,17,-3,-15
COc1ccc(CNC(=O)COC(=O)CN2C(=O)C(C)Oc3ccc(C)cc32)cc1 (stereo not drawn),-4,-13,7,-14,-8,-21,11,-8,-7,-3,1
CN(CC(=O)NCCC1=CCCCC1)S(=O)(=O)c1ccc2c(c1)c(=O)n(C)c(=O)n2C,-4,16,6,-2,0,-6,-8,11,-5,1,19
O=C(CSc1nc2ccccc2c(=O)[nH]1)c1cccs1,-1,-7,-17,5,-8,-11,9,-25,-3,-2,-13
COCCNC(=O)COC(=O)/C=C/c1c(C)nn(Cc2ccc(Cl)cc2Cl)c1Cl,0,12,37,6,9,-6,-9,45,12,3,-10
CC1(C)CC(=O)C2=C(C1)OC1=C(C(=O)CC(C)(C)C1)C2c1ccccc1Cl,-24,2,8,-5,0,-22,6,18,-3,2,12
CCOC(=O)c1nn(-c2ccccc2)c2nc(Nc3ccccc3)cc(=O)n12,-10,-1,/,-4,6,6,2,-6,-16,1,-1
CS(=O)(=O)N(CC(=O)N1CCCCC1)Cc1ccc(Cl)cc1,3,9,5,4,-2,19,2,-2,2,0,14
Cc1nc(NC(=O)CN2CCC(O)(c3ccc(F)cc3)CC2)sc1C,5,4,-24,2,-12,-12,-9,-16,-11,0,-27
CCOC(=O)c1c(C)nsc1NC(=O)C1(C)CCN1C(=O)CC (stereo not drawn),19,-4,-7,23,-2,12,-1,7,-15,/,-8

Compounds as they come; any-hit rate near 4.2%.
